M17LAP inhibition – P. falciparum M17LAP inhibitors, primary screen, biochemical, fluorogenic H-Leu-NHMec substrate, 1536-well (AID 1619); recombinant M17LAP, H-Leu-NHMec fluorogenic kinetic assay; higher % means a stronger effect; inhibition, % at 30 µM, or IC50 in µM where a hit was titrated; hit rate 0.38% among 220,000;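 active = compound inhibiting the enzyme by more than half at any dose during confirmatory dose-response retesting; inconclusive = strong single-dose inhibitors picked by rank but not retested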;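 also: plate controls were full reaction with DMSO carrier for no effect and no enzyme background for full effect; strong numbers were not always called active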
Salmonella PhoP GFP – PhoP-dependent GFP reporter repression – Salmonella Typhimurium, primary screen (AID 1863); S. Typhimurium PhoP-regulated promoter GFP reporter, 4 h; higher % means a stronger effect; inhibition, % at 50 µM, or IC50 in µM where a hit was titrated; hit rate 0.16% among 300,000;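 active = inhibition over 29.93%, a cutoff 3 SD above the screen mean, later confirmed by dose response; inconclusive = inhibition over 29.93% but no dose response follow-up; inactive = inhibition at most 29.93% or unconfirmed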;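 also: 0% = low Mg2+ inducing control and 100% = high Mg2+ repressing control; strong numbers were not always called active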
Yfh1-depleted yeast – mitochondrial function rescue without frataxin homolog – Friedreich's ataxia, plus single-dose screen, dose response (AID 1465) | hit rate 0.074% among 220,000 | S. cerevisiae Yfh1-off respiration, WST-1 reduction, 72 h; higher fold induction means a stronger effect | fold induction at 50 µM; hits with a dose series show EC50 in µM;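 active = fold induction of absorbance versus untreated yeast above a set limit, then at least 30% activation at any dose in follow-up; inconclusive = repeats straddling the limit, or above it without dose testing; inactive = fold induction below the set limit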;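 also: activators that raise dye reduction in frataxin-depleted yeast; strong numbers were not always called active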
PMI inhibition – MPI inhibition at elevated mannose 6-phosphate – biochemical, fluorescence intensity, high mannose 6-phosphate, primary screen (AID 1220). recombinant PMI enzyme, coupled fluorescence intensity; higher % means a stronger effect. inhibition, % at 20 µM; hits with a dose series show IC50 in µM. hit rate 0.66% among 190,000; in the data active = inhibition above about 50%
Siah-1 displacement – Siah-1 peptide-binding antagonists, primary screen, biochemical, fluorescence polarization, rhodamine-plectin, uHTS (AID 1817) | Siah-1 / rhodamine-plectin peptide fluorescence polarization; higher % means a stronger effect | hit rate 0.02% among 290,000 | displacement, % at 20 µM, or IC50 in µM where a hit was titrated;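 active = displacement of at least 50% at 20 µM, with a fluorescence ratio check between 0.3 and a set limit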;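 also: plate controls were Siah plus tracer with DMSO for no effect and tracer alone without Siah for full effect; strong numbers were not always called active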
M1AAP inhibition – P. falciparum M1AAP inhibitors, biochemical, fluorogenic H-Leu-NHMec substrate, 1536-well (AID 1445); hit rate 0.42% among 220,000; inhibition, % at 30 µM, or IC50 in µM where a hit was titrated; recombinant M1AAP, H-Leu-NHMec fluorogenic kinetic assay; higher % means a stronger effect;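 active = primary inhibition above the hit cutoff, then over 50% inhibition at one or more dose response concentrations, cut at about 23% in these data, passing the limit was not always enough; inconclusive = conflicting primary data, or primary hits not chosen for dose response; inactive = low primary inhibition, or under 50% at every dose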;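 also: plate controls were DMSO full reaction for no effect and no enzyme background for full effect; strong numbers were not always called active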
XIAP antagonists – small molecules displacing peptide from XIAP – biochemical, IAP family, fluorescence polarization (AID 1018). hit rate 0.007% among 200,000. displacement, % at 20 µM, or IC50 in µM where a hit was titrated. XIAP BIR domain, fluorescence polarization peptide displacement; higher % means a stronger effect; in the data active = displacement above about 50%; also: a part of the inactive calls stands beside numbers as strong as those of hits
West Nile virus CPE – inhibition of WNV-induced cytopathic effect – cell-based, CPE readout (AID 1621); hit rate 0.02% among 290,000; CPE inhibition, % at 10 µM; hits with a dose series show IC50 in µM; West Nile virus-infected cells, CPE inhibition; higher % means a stronger effect; in the data active = a potency from the dose series; inconclusive = CPE inhibition mostly from about 3.7% at the one dose, without a potency; inactive = the rest, 99 in 100 with CPE inhibition below about 2.2%; also: strong numbers were not always called active
CSM14.1 death rescue – rescue of cells from ER stress-induced death, primary screen, 384-well, CSM14.1, thapsigargin, ATP luminescence (AID 1222) | 190,000 tested, under 10 active | cellular ATP content (survival), % at 20 µM; hits with a dose series show EC50 in µM | CSM14.1 thapsigargin-induced death rescue, ATP luminescence; higher % means a stronger effect;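 active = EC50 below 50 µM in the dose-response confirmation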;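 also: death triggered by thapsigargin at about 15 µM added after 2 h compound pretreatment; cell ATP read after overnight thapsigargin exposure of roughly 18 to 22 hours; normalized against plate controls of thapsigargin alone and 5% DMSO vehicle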
* = called active by the depositor; i = inactive; u = inconclusive; x = not tested or not shown. The order is random. Share with any hit: about 1.6%.

SMILES	M17LAP inhibition	Salmonella PhoP GFP	Yfh1-depleted yeast	PMI inhibition	Siah-1 displacement	M1AAP inhibition	XIAP antagonists	West Nile virus CPE	CSM14.1 death rescue
N#CC1=C(SCc2ccc(C#N)cc2)N=C(N)C(c2nc(-c3ccccc3)cs2)C12CCCCC2 (stereo unspecified)	-2%	7%	i	-5%	-2%	4%	-13%	0.0%	0.9%
O=P(O)(CCc1ccccc1)C(O)c1ccccc1 (stereo unspecified)	25%	-5%	i	-4%	0%	10%	-9.5%	0.1%	-0.5%
O=C(Nc1ccc(Cl)cc1)N1CCCC(Cn2cccc2)C1 (stereo unspecified)	0%	-11%	i	x	3%	53%	x	-0.8%	x
CC(=O)NC(Cc1ccccc1)C(=O)OCC(=O)c1ccc(Cl)cc1 (stereo unspecified)	1%	-12%	i	6%	1%	7%	-6.3%	-0.1%	1.2%
C=CCn1c(=O)c2ccccc2n2c(SCC(=O)N3CCCc4ccccc43)nnc12	8%	-6%	i	-2%	2%	7%	-2.6%	0.2%	1.4%
CCN(CC(=O)NC(C)C)C(=O)[C@H](C)NC(=O)c1ccc(Br)cc1	20%	-2%	i	10%	-2%	-7%	-3.9%	0.1%	-0.4%
COC(=O)c1cc2c(C)nn(-c3ccccc3)c2s1	8%	17%	i	1%	1%	-2%	-4.4%	-0.3%	-1.9%
Cc1ccc([N+](=O)[O-])c(OCCCN2CCCCCC2)c1	3%	14%	i	11%	-5%	-1%	-0.4%	-0.4%	-3.3%
O=c1c2cc(Cl)ccc2nc(-c2ccccc2Cl)n1O	-2%	-8%	i	-22%	23%	17%	-1.8%	0.6%	-1.0%
CCCCNC(=O)Nc1ccon1	-4%	22%	i	8%	-3%	-3%	-0.9%	0.2%	-1.2%
Cc1cc(Cl)c(S(=O)(=O)N2CCCCCC2)cc1OCC(=O)NC1CCCCC1	-3%	-3%	i	8%	-1%	7%	-7.3%	u	-0.6%
CCOCCSc1nc2c(c(=O)[nH]c(=O)n2C)n1CCCc1ccccc1	-6%	-14%	i	1%	4%	7%	-1.8%	-0.4%	0.8%
CSc1ccccc1NC(=O)c1cc(-c2cccs2)on1	-6%	0%	i	4%	-4%	-1%	-2.0%	-0.9%	-1.8%
COn1c(=O)c(=O)n(OC)c2ccccc21	3%	14%	i	-2%	7%	8%	-1.8%	-0.3%	-1.6%
COC(=O)NC1CSCC1OC(=O)CN1C(=O)c2ccccc2C1=O (stereo unspecified)	4%	8%	i	16%	4%	5%	-9.4%	-0.2%	x

The list continues:
SMILES	M17LAP inhibition	Salmonella PhoP GFP	Yfh1-depleted yeast	PMI inhibition	Siah-1 displacement	M1AAP inhibition	XIAP antagonists	West Nile virus CPE	CSM14.1 death rescue
CC(C)c1ccc(NC(=S)NN(c2ccccc2)c2ccccc2)cc1	13%	-9%	i	12%	-2%	3%	-13%	-0.5%	-1.9%
COc1ccc(-n2c(O)c(/C=N/NS(=O)(=O)c3cccc([N+](=O)[O-])c3)c3ccccc3c2=O)cc1OC	-2%	0%	i	-110%	-7%	21%	-4.0%	0.0%	-1.3%
COc1cc(S(=O)(=O)Nc2ccccn2)ccc1F	-2%	-9%	i	-4%	-4%	10%	-7.3%	0.2%	-1.1%
COCCCNC(=O)c1ccc2c(=O)n(Cc3ccc4c(c3)OCO4)c(=S)[nH]c2c1	9%	-14%	i	1%	3%	4%	-4.2%	0.9%	-0.9%
CCOC(=O)N1CCN(Cc2nc3c(c(=O)n(C)c(=O)n3C)n2Cc2cccc(C)c2)CC1	-7%	-3%	i	-2%	-6%	-1%	-3.5%	-0.6%	1.5%
CSc1nc(Oc2ccc(F)cc2F)cc(C(F)(F)F)n1	3%	-10%	i	1%	-1%	1%	-7.1%	0.1%	-1.3%
Cc1cc(NC(=O)CSc2nnc(-c3ccco3)n2Cc2ccccc2)no1	10%	-1%	i	10%	-1%	5%	-0.1%	-0.2%	0.2%
O=C(NC1CCCCC1)C(c1cccs1)N(Cc1cccs1)C(=O)c1ccco1 (stereo unspecified)	3%	8%	i	11%	4%	11%	-1.5%	-0.7%	0.8%
CCOC(=O)c1c(OCC)[nH]c2ccc(O)cc12	-5%	4%	i	-3%	3%	-6%	-5.3%	-0.3%	-0.2%
Cc1ccc(-c2nn(C)c(=O)c3ccccc23)cc1S(=O)(=O)NCCO	-8%	2%	i	13%	0%	5%	-4.8%	0.5%	2.0%
O=C1CS/C(=N/N=C/c2cccs2)N1	2%	-7%	i	-1%	-8%	19%	-8.0%	0.3%	-2.6%
CCCc1nc2sc(C(=O)OCC)c(N)c2c2c1COC(C)(C)C2	-3%	-6%	i	10%	1%	4%	-17%	-0.1%	0.8%
COc1cc(/C=N/N=C2/NC(=O)C(Cc3ccccc3)S2)ccc1O (stereo unspecified)	6%	-6%	i	5%	-1%	20%	-7.2%	2.0%	-0.9%
NC(=O)C[n+]1ccc(/C=N/O)cc1	3%	-4%	i	4%	-3%	8%	-6.1%	-0.1%	-0.8%
CSc1ccc2[nH]c(=O)cc(C)c2c1	-19%	4%	i	9%	5%	11%	-5.1%	0.1%	5.5%

(cont.)
SMILES	M17LAP inhibition	Salmonella PhoP GFP	Yfh1-depleted yeast	PMI inhibition	Siah-1 displacement	M1AAP inhibition	XIAP antagonists	West Nile virus CPE	CSM14.1 death rescue
Cc1ccccc1OCC(=O)Nc1ccc(NC(=O)c2ccco2)cc1	5%	1%	i	-1%	2%	-8%	-5.5%	0.8%	1.4%
COc1cc(/C=C2\SC(=S)N(C(C(=O)O)c3ccccc3)C2=O)cc(OC)c1OC (stereo unspecified)	40%	-4%	i	x	-1%	18%	x	0.5%	x
Cc1ccc(SCCNC(=O)C(C)C)cc1	6%	-10%	i	0%	-5%	3%	-0.1%	0.3%	-1.9%
COc1ccc(Cl)cc1C(=O)NNC(=O)CN1C(=O)C2CC=CCC2C1=O (stereo unspecified)	22%	-1%	i	8%	0%	3%	5.1%	-0.6%	-0.3%
CCc1c(O)nc(SCC(=O)Nc2nc3ccccc3s2)n(-c2ccccc2)c1=O	7%	0%	i	x	1%	16%	x	0.6%	x
NC(=O)C[C@@H]1NC(=O)CNC(=O)c2cc([N+](=O)[O-])cc(I)c2NCCC(C(N)=O)NC1=O (stereo partly specified)	7%	-6%	i	-16%	0%	17%	-7.7%	0.1%	-1.8%
COc1cc(C(=O)NNC(=S)Nc2ccc(S(N)(=O)=O)cc2)cc(OC)c1OC	7%	6%	i	35%	23%	-7%	-5.6%	-0.6%	0.0%
COc1cc(C2NC(=O)NC(c3ccccc3)=C2C(C)=O)cc([N+](=O)[O-])c1O (stereo unspecified)	15%	-8%	i	37%	-3%	15%	-10%	1.2%	-0.1%
CCOC(=O)c1ccc(NC(=S)NN2CCOCC2)cc1	7%	-11%	i	14%	2%	10%	-0.7%	0.2%	-0.5%
COc1ccccc1NC(=O)N1CCCC1C(=O)Nc1ccc2c(c1)OCCO2 (stereo unspecified)	-1%	0%	i	-6%	0%	2%	-3.3%	0.1%	2.0%
CN1CCN(S(=O)(=O)c2ccc3ccccc3c2)CC1	-4%	2%	i	2%	6%	4%	-1.7%	-0.3%	0.5%
COc1ccc(C2=NN3C(C2)c2ccccc2OC3c2cccs2)cc1 (stereo unspecified)	-19%	0%	i	-44%	1%	10%	-1.4%	-1.4%	0.5%
Cc1cc(NC(=O)CSc2nc3c(c(=O)n2CCc2ccccc2)SC(C)C3)no1 (stereo unspecified)	0%	-1%	i	3%	-3%	0%	-11%	0.3%	x
O=C(/C=C/c1ccc(Cl)cc1)N1CCN(c2c(Cl)cccc2[N+](=O)[O-])CC1	18%	-4%	i	-2%	3%	-1%	-5.6%	-1.7%	-1.4%
CCOc1ccc(C2NC(=O)C(C#N)=C(S)N2c2ccc(OC)cc2)cc1OC (stereo unspecified)	8%	-15%	i	-20%	1%	-5%	-3.6%	-0.1%	0.5%

Profiles, quoted from the list. Order of screens: M17LAP inhibition, Salmonella PhoP GFP, Yfh1-depleted yeast, PMI inhibition, Siah-1 displacement, M1AAP inhibition, XIAP antagonists, West Nile virus CPE, CSM14.1 death rescue
Shown for CCN(CC(=O)NC(C)C)C(=O)[C@H](C)NC(=O)c1ccc(Br)cc1 = 20%, -2%, i, 10%, -2%, -7%, -3.9%, 0.1%, -0.4%
Shown for O=C(Nc1ccc(Cl)cc1)N1CCCC(Cn2cccc2)C1 (stereo unspecified) = 0%, -11%, i, x, 3%, 53%, x, -0.8%, x

Just M1AAP inhibition, West Nile virus CPE and XIAP antagonists (3 entries from above):
Molecule	M1AAP inhibition	West Nile virus CPE	XIAP antagonists
COc1ccccc1NC(=O)N1CCCC1C(=O)Nc1ccc2c(c1)OCCO2 (stereo unspecified)	2%	0.1%	-3.3%
Cc1ccc(SCCNC(=O)C(C)C)cc1	3%	0.3%	-0.1%
COc1cc(/C=C2\SC(=S)N(C(C(=O)O)c3ccccc3)C2=O)cc(OC)c1OC (stereo unspecified)	18%	0.5%	x

The listing continues:
SMILES	M17LAP inhibition	Salmonella PhoP GFP	Yfh1-depleted yeast	PMI inhibition	Siah-1 displacement	M1AAP inhibition	XIAP antagonists	West Nile virus CPE	CSM14.1 death rescue
CSc1ccc(/C=c2\s/c(=C\C(=O)C(C)(C)C)n(CC(=O)NCCC3=CCCCC3)c2=O)cc1	1%	1%	i	12%	3%	-2%	1.3%	-0.2%	2.4%
O=C(O)c1cc(/C=N\O)ccc1OCc1ccccc1	16µM*	7%	i	2%	-5%	11%	-0.5%	0.0%	-3.2%
CC1CCCN(S(=O)(=O)c2ccccc2[N+](=O)[O-])C1 (stereo unspecified)	23%	11%	i	-4%	0%	0%	-6.9%	-1.3%	1.2%
Cc1cc(O)c(/C=N/c2ccccn2)c(=O)o1	-7%	-5%	i	-32%	-1%	4%	-6.0%	-0.1%	x
O=C(NCc1ccco1)c1ccccc1-c1nc(-c2ccccc2)no1	6%	-7%	i	-3%	3%	3%	-2.3%	1.1%	-0.2%
O=C(CN1C(=O)c2ccccc2C1=O)Nc1cc([N+](=O)[O-])ccc1O	22%	-5%	i	7%	1%	13%	-4.7%	1.1%	-0.8%
O=C(Nc1ccc(O)cc1)C1CC=CCC1 (stereo unspecified)	-2%	10%	i	28%	12%	11%	18%	1.1%	0.9%

Compound activity as filed in PubChem.
